Source: PubChem BioAssay
NCI-60 one-dose screen, 48 h, at 10 µM unless noted. Numbers give growth in % (100 = growth as untreated, 0 = no growth, -100 = all killed).
RPMI-8226: RPMI-8226 leukemia cells; AID 1794781; actives 7.5% (n = 77,000)
MDA-MB-231: MDA-MB-231 breast cancer; actives 5% (n = 81,000); AID 1794789
K-562: K-562 leukemia; actives 7.4% (n = 78,000); AID 1794777
MCF7: MCF7 breast cancer; actives 6.3% (n = 82,000)
MDA-MB-435: MDA-MB-435 melanoma; actives 7.8% (n = 82,000)
SR: SR leukemia cells; actives 8.7% (n = 73,000)
MOLT-4: MOLT-4 leukemia cells | actives 6.9% (n = 80,000)
MDA-MB-468: MDA-MB-468 breast cancer. actives 8.5% (n = 78,000)
Active calls of the source: *; nt = not tested or not shown; [ ] = another dose, or the depositor's remark. How the source made its calls: active means growth percent below 10; inactive means the rest. Compounds were not picked by outcome; any-hit rate near 15%.

The first 10 records, ahead of the listing:
SMILES	RPMI-8226	MDA-MB-231	K-562	MCF7	MDA-MB-435	SR	MOLT-4	MDA-MB-468
N=C(N)Sc1cccc[n+]1[O-]	7.1*	60	33	15	63	4.6*	13	62
O=C(Nc1ccc(Cl)cc1)NC1CCCCC1	102	nt	108	91	94	83	95	88
CCCCN(CCCC)CC(O)c1ccc2cc(Cl)c3ccccc3c2c1 (stereo not drawn)	66	56	64	79	93	54	81	97
Clc1ccc(-c2cc(-c3ccc(N4CCOCC4)cc3)n3c(n2)nc2ccccc23)cc1	102	99	98	93	100	96	101	100
CSc1ccc(C2SCC(=O)N2NC(=O)C(O)(c2ccccc2)c2ccccc2)cc1 (stereo not drawn)	80	91	79	96	105	80	76	nt
Cc1cc(-c2ccccc2)n(N2NN=NC2c2ccc(C3N=NNN3n3c(-c4ccccc4)cc(C)nc3=S)cc2)c(=S)n1 (stereo not drawn)	98	87	87	93	102	nt	97	112
CCCCc1ccc(-c2nc3c(c(C)nc4c3nnn4-c3ccccc3)c(=O)o2)cc1	99	105	103	103	108	95	105	105
Cc1cc(NS(=O)(=O)c2ccc(Nc3nc(/C=C/c4ccc(Cl)cc4)nc4ccccc34)cc2)no1	nt	86	59	56	53	60	79	64
O=C1Nc2ccc(Cl)cc2C1=O	103	86	104	95	113	128	115	111
COc1cc(-c2nc(-c3ncccn3)nc(N)c2C#N)cc(OC)c1OC	103	89	103	99	103	101	94	99

Results, repeating the preview:
SMILES	RPMI-8226	MDA-MB-231	K-562	MCF7	MDA-MB-435	SR	MOLT-4	MDA-MB-468
N=C(N)Sc1cccc[n+]1[O-]	7.1*	60	33	15	63	4.6*	13	62
O=C(Nc1ccc(Cl)cc1)NC1CCCCC1	102	nt	108	91	94	83	95	88
CCCCN(CCCC)CC(O)c1ccc2cc(Cl)c3ccccc3c2c1 (stereo not drawn)	66	56	64	79	93	54	81	97
Clc1ccc(-c2cc(-c3ccc(N4CCOCC4)cc3)n3c(n2)nc2ccccc23)cc1	102	99	98	93	100	96	101	100
CSc1ccc(C2SCC(=O)N2NC(=O)C(O)(c2ccccc2)c2ccccc2)cc1 (stereo not drawn)	80	91	79	96	105	80	76	nt
Cc1cc(-c2ccccc2)n(N2NN=NC2c2ccc(C3N=NNN3n3c(-c4ccccc4)cc(C)nc3=S)cc2)c(=S)n1 (stereo not drawn)	98	87	87	93	102	nt	97	112
CCCCc1ccc(-c2nc3c(c(C)nc4c3nnn4-c3ccccc3)c(=O)o2)cc1	99	105	103	103	108	95	105	105
Cc1cc(NS(=O)(=O)c2ccc(Nc3nc(/C=C/c4ccc(Cl)cc4)nc4ccccc34)cc2)no1	nt	86	59	56	53	60	79	64
O=C1Nc2ccc(Cl)cc2C1=O	103	86	104	95	113	128	115	111
COc1cc(-c2nc(-c3ncccn3)nc(N)c2C#N)cc(OC)c1OC	103	89	103	99	103	101	94	99
CC[n+]1cccc(C(N)=O)c1	102	100	104	93	104	98	110	102
Clc1ccccc1-c1nnc(CCc2nc(-c3ccc(Br)cc3)no2)o1	97	108	106	96	103	111	101	112
COc1ccc(-c2nnc(Nc3ccc(C(F)(F)F)cc3)o2)cc1OC	82	76	53	78	101	79	56	104
CCOc1ccc(Cl)cc1N	108	84	102	96	104	95	97	101
CC(=O)NS(=O)(=O)c1ccc(NC(=O)CCC(=O)O)cc1	nt	114	124	109	102	nt	111	107
Cc1cc(C(=O)O)c(C)c(S(=O)(=O)O)c1	84	106	73	84	115	93	89	87
O=C(CSc1nnc(Cn2c(C(F)(F)F)nc3ccccc32)o1)Nc1ccccc1	104	111	101	101	106	103	104	105
O=c1[nH]c(NC2CCCC2)nc2c3c(sc12)CCCC3	98	103	101	100	111	103	96	100
CCOC(=O)N1C(=O)NC(=O)C1c1ccc(OC)cc1 (stereo not drawn)	105	89	120	94	112	106	105	97
CCn1cc2c(=O)nc3sc(Cc4ccccc4)c(C)n3c2n1	95	86	nt	94	101	82	87	106
CC(=O)c1cc2c(cc1C)C1=C(CCC(C)C1)C2(C)C (stereo not drawn)	97	107	87	93	104	76	nt	98
Oc1ccccc1-c1nc2ccccc2[nH]1	38	66	nt	67	81	nt	nt	50
O=C1/C(=C/c2ccc(-c3ccc(Cl)cc3)o2)SC(=S)N1CCc1ccc(O)cc1	55	76	26	78	20	24	15	87
O=C1Nc2ccccc2/C1=C/c1cccn1CCCCn1c2ccccc2c(=O)c2ccccc21	33	65	59	3.8*	93	80	48	51
COc1ccc(Cn2c(Br)c3c(c2-c2cc(OC)c(OC)c(OC)c2)CCc2sc(NC(C)=O)nc2-3)cc1	54	63	15	16	-57*	14	45	23
O=C(N=Nc1c(O)[nH]c2ccccc12)Nc1ccccc1Cl	85	85	88	20	85	77	93	11
CCCCCCCCCCCCCCCC(=O)NCc1ccc(Cl)cc1	101	100	102	95	109	105	107	105
CCN(CC)CCCCCNc1cc(OC(C)=O)cc2cccnc12	82	76	75	36	118	73	89	22
Fc1ccc(Nc2nc(Nc3cnc4ccccc4c3)c3[nH]cnc3n2)cc1	44	68	68	51	91	55	67	67
O=C(Cc1nc2ccc([N+](=O)[O-])cc2nc1CC(=O)c1cccnc1)c1cccnc1	94	nt	71	47	90	nt	81	76
CC1(C)CC[C@]2(C(=O)Nc3ccc(Br)cc3)CC[C@]3(C)C(=CCC4[C@@]5(C)C[C@@H](O)[C@H](O)[C@@](C)(CO)C5CC[C@]43C)C2C1 (stereo partly drawn)	-33*	-43*	5.1*	1.9*	3.3*	-9.7*	-10*	-3.9*
Cc1nn2c(-c3nc4ccccc4[nH]3)c(-c3ccc(F)cc3)nc2s1	91	114	95	97	101	89	91	112
Cc1nc2ccccc2n1C	109	106	105	103	99	97	97	98
Clc1ccc(-c2nnc(/N=C/c3ccccc3)o2)cc1	101	103	95	96	99	97	101	102
c1ccc(N2CCN(c3nc(-c4ccccn4)nc4sc5c(c34)CCCCCC5)CC2)cc1	42	78	21	11	66	nt	52	70
C=C1C(=O)O[C@H]2[C@H]1CC/C(COC(=O)/C=C\C(=O)NCc1ccc(Cn3c(=O)sn(-c4ccc(Cl)cc4)c3=O)cc1)=C\CC[C@@]1(C)O[C@@H]21	nt	-86*	-20*	-52*	-80*	-46*	-37*	-83*
COC(=O)c1ccc(-n2cc(CCCOS(=O)(=O)c3ccc(C)cc3)nn2)cc1	101	98	97	93	103	94	97	103
CCCCN(CCCC)Cc1cc(Nc2ccnc3cc(Cl)ccc23)ccc1O	54	44	24	75	50	40	51	65
CCN(CC)CCCC(C)Nc1cc(-c2ccc(C(F)(F)F)cc2)c(C#N)c2nc3ccccc3n12 (stereo not drawn)	-20*	-38*	-46*	14	-65*	-17*	-28*	-24*
CC(=O)O.[In]	102	116	97	108	102	93	100	101
O=[N+]([O-])c1ccc(-c2ccc(-c3nn4c(-c5ccccc5)nnc4s3)o2)cc1	72	98	84	71	89	64	87	112
COc1cc(-c2csc(NC(=O)c3ccc(N4CCOCC4)c(C(F)(F)F)c3)n2)cc(OC)c1OC	6.7*	71	19	19	35	23	10	27
C1=C(N2CCCC2)CCC1	95	99	120	91	95	112	97	96
COc1ccc(-c2nc3ccccn3c2-c2nc3ccc(Cl)cc3[nH]2)cc1	44	95	55	80	87	70	nt	78
CC(=O)Oc1ccccc1C	nt	112	113	95	106	88	101	120
CC(=O)OS(=O)(=O)c1ccc(C)cc1	98	114	110	97	105	104	111	113
Brc1ccc2c(c1)-c1ccccc1C1=NCCN12	2.0*	-7.6*	4.7*	-5.5*	1.7*	-0.4*	-7.7*	-45*
O=C(OC1=C(OC(=O)c2ccc(N=Nc3ccccc3)cc2)c2ccccc21)c1ccc(N=Nc2ccccc2)cc1	112	96	108	94	111	102	123	102
COC(=O)C(=O)C(Cc1ccccc1)NC(=O)c1[nH]c2ccccc2c(=O)c1C (stereo not drawn)	115	102	96	89	101	nt	103	98
CC12CCCC(C(C#N)C(N)=O)(C1)NC(=O)C2C#N (stereo not drawn)	103	118	107	106	115	108	104	96
Oc1ccc(-c2cc(-c3ccc(-c4cc(-c5ccc(O)cc5)nc(-c5ccc(O)cc5)c4)cc3)cc(-c3ccc(O)cc3)n2)cc1	28	91	31	36	65	14	38	67
O=C(NCCNc1nccc(-c2c(-c3cccc(O)c3)nc3sccn23)n1)c1cc(N2CCOCC2)cc(C(F)(F)F)c1	67	74	71	85	35	97	69	95
CCCCCCCNc1nc(-c2ccc(C(F)(F)F)cc2)ncc1-c1ccc(C(F)(F)F)cc1	115	106	96	85	104	96	86	108
Cc1cc(C)c(O)c(C(=O)CC(Br)C(=O)O)c1 (stereo not drawn)	36	121	84	67	102	78	89	75
Cc1sc2nc(N3CCOCC3)[nH]c(=O)c2c1C	94	107	104	92	103	104	102	102
C/C(=C1/SC(=S)NC1=O)c1ccc(Cl)c(O)c1	96	118	87	98	99	95	92	101
Nc1ncc(-c2ccc3ncnc(-n4cnc5cc(F)c(F)cc54)c3c2)cn1	nt	71	80	57	86	80	73	58
COc1cc2c(cc1OC)C(c1ccc(S(N)(=O)=O)cc1)N(S(N)(=O)=O)CC2 (stereo not drawn)	92	99	91	103	107	87	98	105
CCOC(=O)C1=C(C)NC(=O)NC1c1ccc(OCC(=O)N/N=C/c2ccc(Cl)cc2)cc1 (stereo not drawn)	90	99	95	90	91	69	92	96
CCOC(=O)c1ccc(NN=NCCF)cc1	99	98	106	95	99	97	124	96
Additional entries
SMILES	RPMI-8226	MDA-MB-231	K-562	MCF7	MDA-MB-435	SR	MOLT-4	MDA-MB-468
CC(C)[C@H]1CC[C@@](C)(C(=O)O)C1	113	120	138	110	117	120	121	104
COc1ccc(-c2nc(C#N)c(NCC(c3ccco3)N3CCCC3)o2)cc1 (stereo not drawn)	24	78	21	20	-23*	21	30	49
[N-]=[N+]=NCC1OC(n2cnc3c(NC(=O)Nc4ccccc4)ncnc32)C2OC(=O)CC12 (stereo not drawn)	98	123	93	92	109	90	85	nt
COc1cccc(-c2nc3sccn3c2-c2ccnc(NCCNS(=O)(=O)c3cccc(F)c3)c2)c1	-25*	65	19	38	44	nt	20	26
COc1ccc(CN2CCO[C@H](COc3ccccc3)C2)cc1F	101	104	99	103	102	99	97	116
CN(C)c1ccc(O)c2c1CC1CC3C(N(C)C)C(=O)C(C(N)=O)=C(O)C3(O)C(=O)C1=C2O (stereo not drawn)	21	66	45	53	45	24	79	37
CN1CCS(=O)(=O)C2CCCCC2C1=O (stereo not drawn)	100	105	112	90	107	105	101	97
CCSC(=O)NCc1ccco1	80	78	69	73	90	27	70	88
CCOC(=O)c1cn2c3c(cccc3c1=O)C(=O)/C(=C/c1ccccc1)C2	112	99	83	100	103	nt	97	105
Cc1ccc(-c2nnc(COc3ccc(-c4nnc(N)s4)cc3)o2)cc1	nt	88	91	68	72	5.1*	78	73
CCOC(=O)c1c(NS(=O)(=O)c2ccccc2[N+](=O)[O-])sc2c1CCCC2	127	107	96	90	101	105	105	102
CC[C@@](C)(NC(=O)C(C)(C)NC(=O)[C@@H](NC(=O)[C@@H]1CCCN1C(=O)C(C)(C)NC(=O)[C@H](CC(C)C)NC(=O)CNC(=O)C(C)(C)NC(=O)[C@@H](NC(=O)C(C)(C)NC(=O)[C@H](CCC(N)=O)NC(=O)[C@H](C)NC(=O)C(C)(C)NC(=O)[C@H](C)NC(=O)C(C)(C)NC(=O)[C@@H]1CCCN1C(=O)C(C)(C)NC(C)=O)C(C)C)C(C)C)C(=O)N[C@@H](CCC(N)=O)C(=O)N[C@@H](CCC(N)=O)C(=O)N[C@H](CO)Cc1ccccc1	-11*[4.25 µM]	32[4.25 µM]	29[4.25 µM]	9.6*[4.25 µM]	5.0*[4.25 µM]	22[4.25 µM]	8.5*[4.25 µM]	-3.9*[4.25 µM]
Fc1ccc(-c2cnc3nonc3n2)cc1Br	nt	81	61	63	103	46	79	80
Oc1cccc(Nc2nc(-c3ccccn3)cs2)c1	82	98	94	84	105	88	85	110
Cc1cc(Nc2nc(-c3cn(-c4ccc(Cl)cc4)nn3)nc3ccccc23)n[nH]1	69	83	70	74	56	42	52	53
N#Cc1cc(-c2ccccc2)[nH]c1-c1nccc2ccccc12	43	93	44	75	89	61	74	51
CC(=O)c1ccc2c3c(cc(C)c2c1)CCCC3	nt	94	96	93	103	75	83	89
CC(=O)Nc1cccc(C(=O)C2=Cc3cccn3Cc3cnnn32)c1	81	90	97	101	97	nt	82	82
O=C(CCc1c[nH]c2ccccc12)Nc1nnc(Cc2ccccc2)s1	89	78	81	97	88	75	52	nt
O=C(c1ccc(Cl)cc1)C1[C@H](c2ccccc2Cl)[C@@H](c2ccccc2)NC12C(=O)Nc1ccc(Cl)cc12 (stereo partly drawn)	2.2*	-96*	-45*	-38*	-88*	-53*	-29*	-53*
Cc1cccc(Cl)c1NC(=O)SC(C)C	107[100 µM]	93[100 µM]	98[100 µM]	94[100 µM]	100[100 µM]	99[100 µM]	108[100 µM]	102[100 µM]
Oc1c(I)cc(I)cc1CNCCN(Cc1ccccn1)Cc1ccccn1	-12*	-36*	0.6*	-6.6*	-67*	-9.6*	-30*	-61*
COc1cc(/C=C2/C=C(c3ccccc3)N(CCc3ccc(S(N)(=O)=O)cc3)C2=O)cc(OC)c1OC	67	97	94	88	106	82	83	95
Cn1c(=O)n(C)c2cc(NCc3cn(-c4ccc(C(F)(F)F)cc4)nc3-c3ccc(C(=O)O)cc3)ccc21	105	102	96	95	101	105	104	118
